MT stabilizer = microtubule stabilizers in HeLa cells, primary screen, imaging, high-content imaging. HeLa tubulin immunostaining HCS, 24 h; share of cells brighter than vehicle mean+2SD. % tubulin-high responders, % at 10 µM. hit rate 0.83% among 200,000;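 active = plate Z-score above 3 for both tubulin-high and condensed-nucleus cell shares, with cell loss under 80%, at 10 µM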;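 also: anti alpha tubulin signal scored within the nucleus-defined area of each cell; some results filed as inactive read as strong as hits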
Yfh1-depleted yeast = enhancers of respiration in Yfh1-depleted yeast, dose response, Friedreich's ataxia, plus single-dose screen (AID 1465) | S. cerevisiae Yfh1-off respiration, WST-1 reduction, 72 h; higher fold induction means a stronger effect | fold induction at 50 µM; hits with a dose series show EC50 in µM | hit rate 0.074% among 220,000;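 active = fold induction of absorbance versus untreated yeast above a set limit, then at least 30% activation at any dose in follow-up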;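 also: activators that raise dye reduction in frataxin-depleted yeast; strong numbers were not always called active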
NOD2 inhibition = NOD2 signaling inhibitors, cell-based, luminescence, uHTS, HEK293 (AID 1566); hit rate 0.63% among 290,000; HEK293 NOD2/NF-kB luciferase reporter, luminescence; higher % means a stronger effect; inhibition, % at 4 µM; hits with a dose series show EC50 in µM; in the data active = inhibition above about 50%; also: many of its hits are not listed in these tables
Autophagy HCS = autophagy modulators in MEF cells, primary screen, imaging, high-content, MEF GFP-LC3 | hit rate 0.98% among 190,000 | MEF GFP-LC3 puncta imaging; test concentration mostly 10 µM | calls only at 10 µM (by protocol);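 active = percentage of spot-positive cells more than 3 SD above its plate mean, without a fluorescence outlier flag or 80% toxicity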;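 also: spot-positive cell cutoff set from DMSO-treated cells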
b-catenin transl = modulators of beta-catenin nuclear translocation, primary screen, imaging, HeLa cells, immunofluorescence, high-content; nuclear translocation activity, % at 5 µM; hit rate 0.3% among 190,000;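 active = nuclear translocation activity above 50% at 5 µM, with a well cell count of 50 or more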;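 also: per-cell ratio of nuclear to cytoplasmic median beta-catenin stain intensity; plate controls were DMSO negative control for no effect and GSK-3 inhibitor IX positive control for full effect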
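Test system: human HeLa cells, endogenous beta-catenin. Times: 24 h compound exposure, 37°C. Measured by: beta-catenin immunofluorescence imaging with DAPI.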
Dynein transport = inhibitors of GR-EGFP nuclear translocation, primary screen, dynein cargo transport inhibitor project, imaging, high-content, 3617.4 mouse cells. test concentration mostly 20 µM; stimulated with dexamethasone, 1 µM; hits give low values. z-score, hits read low. hit rate 0.47% among 220,000. AID 1381, 2008;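 active = plate z-score of nuclear minus cytoplasmic receptor signal below a set negative limit, without overly bright fluorescence or cell loss, cut at about -3.5 in these data, passing the limit was not always enough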;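 also: z-score of nuclear minus cytoplasmic ring GR-EGFP intensity difference per well; some compounds called inactive have numbers as strong as hits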
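Medium: Induction medium lacking tetracycline, stripped serum | Probe or stimulus: 1.0 µM final dexamethasone stimulus | Schedule: 48 h induction, then 1 h compound, then 30 min agonist, 37 °C | Signal: Automated 10x imaging of fixed Hoechst-stained cells | Evaluation: Per-cell GR-EGFP intensity, nucleus versus surrounding cytoplasmic ring, well-averaged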
WT yeast gro inh = growth inhibition of WT strain, primary screen, mitochondrial fusion inhibitor project, WT and mutant strains, chemical genetic; mitochondrial fusion phenotypic screen; inhibition, % at 10 µM; hit rate 2.1% among 190,000; in the data active = inhibition above about 58%; tested in S. cerevisiae
Insulin prom up = insulin promoter activators in MIN6 cells, imaging, high-content screening, mouse beta cells | MIN6 insulin promoter-GFP reporter; hits give high values | z-score at 5 µM | hit rate 0.3% among 190,000;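 active = z-score above 3 at 5 µM with at least 500 cells counted in the well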
Hep lipid drop = inhibitors of hepatocyte lipid droplet formation, primary screen, imaging, high-throughput imaging, BODIPY stain; hit rate 0.4% among 240,000; AML12 mouse hepatocytes, oleate lipid droplets; inhibition, % at 6.5 µM; AID 1656, 2009;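 active = lipid droplet intensity inhibited by at least 50%, with more than 500 cells counted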
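Assay system: AML12 mouse liver cells | Compound: 6.5 µM single-point dosing | Schedule: Overnight exposure | Technique: Fluorescence imaging, 20x objective, two fields per well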
WT yeast gro inh mutant strain = second read-out of WT yeast gro inh, no call of its own (marks repeat the call); inhibition, %; mitochondrial fusion phenotypic screen, mutant strain inhibition
Dynein transport cytoplasmic EGFP = further read-out of Dynein transport, marked with its call; z-score; measured here: cytoplasmic GR-EGFP intensity; hits give high values
Dynein transport nuclear GR-EGFP = recorded beside Dynein transport, whose call it bears; z-score; measured here: nuclear GR-EGFP intensity;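 lower value marks the stronger effect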
Dynein transport cell count = also measured in Dynein transport; calls as there; z-score; measured here: cell count per field
Insulin prom up cell count = also measured in Insulin prom up; calls as there; cell count; measured here: cytotoxicity, nuclei count;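 total cells summed across four imaged fields per well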
Hep lipid drop cells 6.5 µM = second read-out of Hep lipid drop, no call of its own (marks repeat the call); cell count; measured here: cell count, cytotoxicity flag;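 cells counted across two imaged fields per well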
b-catenin transl cell count 5 µM = recorded beside b-catenin transl, whose call it bears; cell count; measured here: cell count, cytotoxicity flag
MT stabilizer Hoechst-high % = second read-out of MT stabilizer, no call of its own (marks repeat the call); % Hoechst-high responders; measured here: nuclear condensation Hoechst responders;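 share of cells brighter than vehicle mean plus two SD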
MT stabilizer cytotoxicity % = further read-out of MT stabilizer, marked with its call; toxicity, %; measured here: cytotoxicity by cell density;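 0% = mean cell density of plate MIN control wells and 100% = no cells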
Autophagy HCS cell loss 18 h = second read-out of Autophagy HCS, no call of its own (marks repeat the call); toxicity, %; measured here: cell loss, nuclei count;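 cell loss after 18 h compound exposure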
Active calls of the source: *; i = inactive; x = not tested or not shown.

SMILES	WT yeast gro inh mutant strain	Dynein transport nuclear GR-EGFP	Hep lipid drop cells 6.5 µM	NOD2 inhibition	Dynein transport	MT stabilizer	MT stabilizer cytotoxicity %	Yfh1-depleted yeast	Autophagy HCS cell loss 18 h	Insulin prom up cell count	Autophagy HCS	Dynein transport cytoplasmic EGFP	b-catenin transl	Hep lipid drop	Dynein transport cell count	WT yeast gro inh	Insulin prom up	MT stabilizer Hoechst-high %	b-catenin transl cell count 5 µM
O=C(CCCn1c(=O)[nH]c2cc(Cl)ccc2c1=O)NCCCN1CCN(c2ccc(F)cc2)CC1	-15	0.18	621	1%	1	2.6	9.2	i	7	1152	i	-0.36	0.1	-2	0.24	-7	-0.15	1.5	1101
C#CCn1c(C)cc(C)c(S(=O)(=O)c2ccccc2)c1=O	8	0.95	679	-17%	1.4	1.9	4.0	i	25	1462	i	-0.25	-0.1	-10	-0.88	1	-1.4	0.9	1510
CCOC(=O)c1c(NC(=O)CCc2ccc(CC)o2)sc(C)c1C	-4	-0.019	x	14%	-0.43	3.9	5.8	i	-1	1451	i	-0.08	-1.7	x	0.45	7	-0.71	1.7	1401
O=C(COc1nc2ccccc2nc1N1CCOCC1)Nc1cccc(S(=O)(=O)N2CCCCC2)c1	6	-0.31	688	15%	-0.34	5.0	6.5	i	-5	x	i	-0.2	1.4	-3	-0.31	-7	x	3.0	1079
Cc1sc2ncnc(OCC(=O)NCC3CCCO3)c2c1C (stereo not drawn)	-1	0.14	x	5%	0.22	4.5	3.3	i	10	x	i	0.13	x	x	-0.99	-5	x	2.5	x
CCOc1cc(NC(=S)NCC2CCCO2)c(OCC)cc1NC(=O)c1ccc(F)cc1 (stereo not drawn)	14	-0.007	691	-4%	-0.29	2.2	10	i	1	1529	i	-0.32	-1.9	-11	0.13	-12	0.51	1.6	1098
CC1(C(=O)NC2CCCC2)CCC(=O)N1CCC1=CCCCC1 (stereo not drawn)	4	0.088	x	4%	0.15	4.5	5.0	i	-10	1271	i	-0.35	1.4	x	0.12	8	-0.55	4.5	1409
CCSc1nn2c(=O)c3ccccc3nc2s1	10	-0.42	760	-53%	-0.91	1.4	14	i	-23	936	i	-0.15	x	-4	1	4	0.33	1.4	x
O=c1c2cnn(-c3ccccc3)c2nc(-c2cccs2)n1-c1ccc(Br)cc1	-6	-0.004	655	5%	-0.66	6.3	47	i	23	x	i	-0.14	-4.0	-27	0.58	-6	x	9.8	1287
CC(C)(C)NC(=O)NC(=O)COC(=O)c1ccc(OC(F)(F)F)cc1	7	-0.0093	668	7%	-0.15	2.8	8.7	i	9	1266	i	-0.25	3.0	6	0.044	10	-0.17	2.7	1086
O=C(O)CN1CCCCC1	2	0.52	754	-23%	1.2	2.3	2.4	i	-5	1455	i	-0.085	-1.0	-7	-0.91	22	-0.58	1.1	1046
CN(C(=O)CS(=O)(=O)c1cn(CC(=O)N2CCOCC2)c2ccccc12)c1ccccc1	2	-0.27	678	18%	-0.5	2.3	3.9	i	22	1345	i	-0.055	-1.4	2	0.58	0	1.5	1.5	1114
Cc1ccc(S(=O)(=O)N2CC(O)CC2C(=O)OCC(=O)c2ccccc2Cl)cc1C (stereo not drawn)	2	0.63	651	14%	0.2	0.9	6.3	i	10	1334	i	-0.07	-1.3	6	-1.6	-5	0.22	1.8	886
CC(C)(C)OC(=O)NC(CCCCNC=O)C(=O)O (stereo not drawn)	-8	0.82	720	-5%	1.9	3.2	9.0	i	0	1248	i	-0.29	-0.2	14	-0.66	-9	0.44	1.7	1003
CCCCCCCC1=CC2=CC(=O)C(C)(OC(C)=O)C(=O)C2=CN1CCc1ccccc1 (stereo not drawn)	-1	0.74	725	7%	0.86	2.1	9.3	x	11	1283	i	-0.21	x	-6	-0.069	0	0.39	2.5	x
C=CCNC(=O)c1cc2c(=O)c3ccccc3oc2nc1C	8	0.078	737	-24%	-0.22	4.3	2.2	i	-24	1470	i	0.25	-0.6	-5	0.56	1	0.15	1.8	1544
CCc1c(C)[nH]c2nc3ccccc3n2c1=O	-5	0.46	809	-3%	0.73	1.2	4.2	i	-12	1018	i	-0.22	x	9	0.66	-15	-0.32	1.9	x
O=C(Nc1ccnc(-c2ccncc2)n1)c1ccc(Cl)cc1	-5	-0.11	645	15%	-0.29	5.2	6.7	i	0	1434	i	-0.23	-0.6	-18	1.1	-9	0.48	1.9	1521
Cc1ccc2nsnc2c1S(=O)(=O)NCc1cccnc1	2	-0.18	696	9%	-0.5	2.8	17	i	-6	1315	i	-0.23	x	1	0.075	13	2.1	0.4	x
CCN1CCN(CCCOc2ccc(Cl)cc2Br)CC1	11	-0.11	621	7%	0.084	5.8	6.4	i	12	1426	i	-0.33	-1.2	2	0.55	20	-0.37	1.0	1550

Look-ups from the entries so far:
In WT yeast gro inh, CN(C(=O)CS(=O)(=O)c1cn(CC(=O)N2CCOCC2)c2ccccc12)c1ccccc1 is listed with 0
In Dynein transport, CCN1CCN(CCCOc2ccc(Cl)cc2Br)CC1 is listed with 0.084
In WT yeast gro inh, CCOC(=O)c1c(NC(=O)CCc2ccc(CC)o2)sc(C)c1C is listed with 7

Other structures
SMILES	WT yeast gro inh mutant strain	Dynein transport nuclear GR-EGFP	Hep lipid drop cells 6.5 µM	NOD2 inhibition	Dynein transport	MT stabilizer	MT stabilizer cytotoxicity %	Yfh1-depleted yeast	Autophagy HCS cell loss 18 h	Insulin prom up cell count	Autophagy HCS	Dynein transport cytoplasmic EGFP	b-catenin transl	Hep lipid drop	Dynein transport cell count	WT yeast gro inh	Insulin prom up	MT stabilizer Hoechst-high %	b-catenin transl cell count 5 µM
CC(C)C(OC(=O)CN1C(=O)COc2ccccc21)C(=O)NC1CCCC1 (stereo not drawn)	-4	0.21	x	0%	0.052	5.9	11	i	-13	1302	i	-0.21	-0.6	x	0.31	-4	-0.31	3.2	840
O=C(N/C(=C/c1cn(-c2ccccc2)nc1-c1ccccc1)C(=O)N1CCOCC1)c1ccc(Cl)cc1Cl	5	-0.39	574	12%	-0.57	2.0	13	i	2	1123	i	-0.27	0.0	-30	0.39	-8	-1	2.6	908
O=C(c1cccc(Br)c1)N1CCN(C(=O)c2cccc(Br)c2)CC1	4	-0.1	765	37%	0.08	3.0	7.1	i	-1	1231	i	-0.28	-0.3	-5	0.63	12	-0.09	4.5	1235
COc1ccccc1CN(CC(=O)NCc1ccco1)C(=O)CNS(=O)(=O)c1ccccc1	-8	0.38	721	6%	-0.0079	2.4	10	i	17	1193	i	-0.2	-4.7	-9	0.83	6	-0.17	2.7	1163
Cc1cccc(N=C2NC(=O)CS2)c1C	-10	0.29	633	-8%	0.09	1.6	6.3	i	0	1808	i	-0.17	0.7	-2	0.27	-1	0.54	2.5	1043
COc1cc(/C=N/NC(=O)c2ccc(N(C)S(=O)(=O)c3ccccc3)cc2)cc(OC)c1OC	-4	-0.53	633	14%	-0.58	2.3	3.0	i	5	x	i	-0.28	0.5	4	0.7	-9	x	1.9	909
Cc1cccc(CC(Cc2nc3ccccc3[nH]2)c2nc3ccccc3[nH]2)c1 (stereo not drawn)	23	-0.14	690	-12%	0.89	1.5	13	i	0	1725	i	-0.13	0.1	-2	-0.44	13	0.04	2.2	1038
CCn1ncc(CN2CCCC(C(=O)c3cccc(OC(C)C)c3)C2)c1C (stereo not drawn)	8	-0.38	688	-24%	-0.36	4.2	3.2	i	7	1502	i	-0.3	-1.5	-12	0.45	4	0.12	2.6	1052
CCOC(=O)c1c(C)nc2c(c1-c1ccc(OC)cc1)C(=O)CC(C)(C)C2	-4	-0.28	x	26%	0.26	1.1	7.0	i	15	1359	i	-0.28	-0.7	x	0.86	0	0.19	1.8	1352
CN(C)S(=O)(=O)c1ccc(C(=O)OCC(=O)c2ccc3c(c2)NC(=O)CO3)cc1	x	-0.52	730	-2%	-0.98	x	x	i	x	1457	x	-0.24	-0.7	6	1.3	x	0.49	x	1074
CCOC(=O)c1oc2ccccc2c1NC(=O)c1cccs1	4	-0.15	x	18%	-0.33	1.5	10	i	-11	x	i	-0.19	x	x	0.24	9	x	2.4	x
COc1ccc(-c2ccnc(SCC(=O)Nc3ccccn3)n2)cc1	3	0.017	723	12%	0.15	2.5	6.7	i	-6	1152	i	-0.23	-2.1	19	-0.65	-13	0.08	1.2	1191
O=[N+]([O-])c1ccc(N2CCN(CCO)CC2)cc1Sc1nc2ccccc2[nH]1	-5	-0.49	x	19%	-0.62	4.0	0.3	x	-16	1537	i	-0.19	0.1	x	1.1	-16	-0.01	1.9	1342
COc1ccccc1OCC(=O)O/N=C(\N)c1ccccn1	x	-0.26	744	-77%	-0.39	x	x	i	x	986	x	-0.068	1.3	2	1.6	x	0.2	x	1230
C/C=C(/C)C(=O)Nc1cccc(C2=NOC3(C2)C[C@@H](C(N)=O)N(C(=O)c2ccc(OC)cc2)C3)c1 (stereo partly drawn)	x	0.58	697	18%	0.67	x	x	i	x	699	x	-0.68	-0.8	-20	-0.51	x	-0.2	x	1027

From PubChem

An excerpt, so the mix of outcomes need not match the whole.
